Bioassay records from PubChem.
UGM FP inh – M. tuberculosis UGM enzyme inhibitors, primary screen, biochemical, fluorescence polarization, single point; inhibition, % at 10 µM; UDP-galactopyranose mutase (Mycobacterium tuberculosis (strain ATCC 25618 / H37Rv)), …; 320,000 compounds, 0.06% hits; purified UGM, fluorescence polarization probe displacement; AID 504406, 2011; in the data active = inhibition above about 10%, passing the limit was not always enough; inconclusive = no clear call, values can overlap the other calls
Target sequence (P9WIQ1 whole entry, looked up): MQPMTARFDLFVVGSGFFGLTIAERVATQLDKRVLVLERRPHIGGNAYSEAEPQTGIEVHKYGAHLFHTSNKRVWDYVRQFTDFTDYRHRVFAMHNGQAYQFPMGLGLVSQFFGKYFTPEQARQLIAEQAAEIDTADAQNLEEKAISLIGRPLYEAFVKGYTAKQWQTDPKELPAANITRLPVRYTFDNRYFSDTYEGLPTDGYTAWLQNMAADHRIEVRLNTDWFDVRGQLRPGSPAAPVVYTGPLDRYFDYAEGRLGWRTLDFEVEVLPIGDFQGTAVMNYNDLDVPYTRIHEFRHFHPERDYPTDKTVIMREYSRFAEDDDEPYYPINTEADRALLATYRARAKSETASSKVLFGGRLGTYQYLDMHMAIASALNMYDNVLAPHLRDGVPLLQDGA
PrPC surface inh – inhibitors of human cell surface prion protein PrPC, primary screen, cell-based, TR-FRET | TR-FRET read-out | Major prion protein (Homo sapiens), P04156 | 370,000 compounds, 0.43% hits | inhibition, % at 13.8 µM; in the data active = inhibition above about 24%; also: 0% = median of the test wells and 100% = reference compound wells
FadD28 FP inh – inhibitors of FadD28 bisubstrate probe binding, primary screen, biochemical, fluorescence polarization, single point; AID 588549, 2011; inhibition, % at 12.5 µM; 360,000 compounds, 0.22% hits; Mycobacterium tuberculosis FadD28 fatty-acid-AMP ligase; in the data active = inhibition above about 8.5%, passing the limit was not always enough; inconclusive = no clear call, values can overlap the other calls
BoNT F protease – BoNT/F light chain protease inhibitors, primary screen, biochemical, flow cytometry, MLPCN library; inhibition, % at 10 µM; Botulinum neurotoxin type F light chain protease (Clostridium botulinum); Multiplex microsphere protease cleavage assay; 360,000 compounds, 0.22% hits; in the data active = inhibition above about 35%, passing the limit was not always enough; inconclusive = no clear call, values can overlap the other calls; also: plate controls were buffer without enzyme for full effect and enzyme alone for no effect
Mtb BioA inh – M. tuberculosis BioA enzyme inhibitors, primary screen, biochemical, plate reader, single point, HTS; purified M. tuberculosis BioA enzyme; inhibition, % at 9.99 µM; 360,000 compounds, 0.096% hits; AID 602481, 2012; in the data active = inhibition above about 40%; inconclusive = no clear call, values can overlap the other calls
GDH-TPI counter – GDH-TPI coupling enzyme inhibitors, primary screen, artefact control for M. tuberculosis FBA inhibitor project, biochemical, absorbance, full deck | GDH-TPI coupled enzyme counterscreen, NADH absorbance | inhibition, % at 4.8 µM | 360,000 compounds, 1.2% hits;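 also: 0% = DMSO wells and 100% = wells lacking the enzyme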
Mtb FBA inh – Mtb FBA enzyme inhibitors, primary screen, biochemical, fluorescence, strain H37Rv; 360,000 compounds, 2.3% hits; Fructose-bisphosphate aldolase (Mycobacterium tuberculosis (strain ATCC 25618 / H37Rv)), …; inhibition, % at 1 µM; purified M. tuberculosis FBA, fluorescence read-out; AID 588726, 2011; in the data active = inhibition above about 27%;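 also: 0% = vehicle and 100% = reference inhibitor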
Target sequence (P9WQA3 whole entry, looked up): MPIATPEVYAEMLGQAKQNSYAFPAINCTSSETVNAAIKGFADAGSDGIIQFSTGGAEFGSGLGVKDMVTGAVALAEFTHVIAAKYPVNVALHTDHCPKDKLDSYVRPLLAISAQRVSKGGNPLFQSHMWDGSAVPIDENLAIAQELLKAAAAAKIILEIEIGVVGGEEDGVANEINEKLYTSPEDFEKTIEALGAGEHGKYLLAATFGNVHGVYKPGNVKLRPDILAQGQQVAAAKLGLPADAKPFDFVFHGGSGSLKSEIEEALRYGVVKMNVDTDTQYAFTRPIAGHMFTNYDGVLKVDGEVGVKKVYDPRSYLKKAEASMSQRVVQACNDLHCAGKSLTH
BoNT A protease – BoNT/A light chain protease inhibitors, primary screen, biochemical, flow cytometry, MLPCN library. Botulinum neurotoxin type A light chain protease (Clostridium botulinum A str. ATCC 3502). multiplex microsphere protease substrate cleavage. inhibition, % at 10 µM. 360,000 compounds, 0.17% hits. AID 588499, 2011; in the data active = inhibition above about 30%; inconclusive = no clear call, values can overlap the other calls; also: plate controls were buffer without enzyme for full effect and enzyme alone for no effect
CCHF vOTU inh – CCHFV vOTU protease inhibitors, primary screen, biochemical, Pep-AMC substrate, fluorescence; Crimean-Congo hemorrhagic fever virus L polyprotein viral ovarian tumor (vOTU) protease …; inhibition, % at 11.5 µM; 370,000 compounds, 0.55% hits; AID 651958, 2012; also: 0% = vehicle wells with enzyme and 100% = no enzyme wells
Starred values were filed as active, the others as inactive; ? = inconclusive; . = no result given. Rule as the data show it, unless noted: active = inhibition above about 30%; inactive = the rest.

SMILES	UGM FP inh	PrPC surface inh	FadD28 FP inh	BoNT F protease	Mtb BioA inh	GDH-TPI counter	Mtb FBA inh	BoNT A protease	CCHF vOTU inh
Cc1cccc(NC(=O)COC(=O)COc2ccc3c(c2)CCC3)c1	-4.5	-4	-3.2	-1	-0.1	-1	0	0.2	8
COc1ccc(-c2csc(NC(=O)COC(=O)c3ccco3)n2)cc1	2.7	3	-4.3	-1	-1.9	11	0	0.1	13
Cc1cc(C)nc(NC(=O)c2c(-c3ccccc3Cl)noc2C)n1	-0.2	3	0.0	5	-2.0	-7	1	1.4	-12
CCCCn1c(N)c(N(CCOC)C(=O)C2CC(=O)N(c3ccc(CC)cc3)C2)c(=O)[nH]c1=O (stereo not drawn)	0.4	1	-0.2	8	1.0	3	1	2.4	6
Nc1c(N2CCCC2)cc(Cl)c2nonc12	0.4	.	0.3	-47	.	14	-1	0.0	.
CCCc1ccc(Oc2cc(Cl)nc(N)n2)cc1	0.2	5	-2.5	0	.	3	0	-0.1	9
CCN(CC(=O)Nc1ccc(NC(C)=O)cc1)C(=O)CCCc1nc2ccccc2s1	4.3	-5	0.2	0	-0.1	-1	5	-0.4	3
O=C(Nc1cc(S(=O)(=O)N2CCCCC2)ccc1Cl)C1COc2ccccc2O1 (stereo not drawn)	2.1	-3	-0.3	-6	-1.9	6	-2	-1.8	2
Cc1cccc(C(CC(=O)O)n2cccc2)c1 (stereo not drawn)	3.4	0	-2.0	?	-1.1	-10	-14	0.4	19
COc1ccc(S(=O)(=O)N2CCCCC2)cc1C(=O)N1CCCC1	0.8	6	-2.7	-6	-1.4	-2	-1	2.2	16
CC(=O)c1cccc(NC(=O)CSc2nnc(C(C)N(C)C)n2-c2ccc(F)cc2)c1 (stereo not drawn)	0.2	-6	-0.8	0	1.3	-7	-2	0.4	3
CCCc1nc2c3ccccc3ccn2c1CC1CCCCC1	.	12	-3.7	0	-1.3	.	9	-0.7	17
COc1ccccc1C1NC(=O)c2ccccc2O1 (stereo not drawn)	-2.4	2	-3.3	-14	-0.4	-6	5	-1.2	-11
CCCCCc1c(-c2cccc(Br)c2)ncn1CCc1ccccc1OC	.	7	.	-6	.	.	.	-0.7	23
CCOC(=O)c1cccc(NC(=O)C2CCCN2S(=O)(=O)c2cccc3cccnc23)c1 (stereo not drawn)	1.6	0	0.3	8	-2.2	3	-1	0.1	27
CCOC(=O)c1cc2ccc(OC)c(OC)c2c(=O)s1	0.0	-8	-2.9	-1	.	7	1	0.6	-3
CCOc1ncccc1C(=O)NC(C)CCc1ccccc1 (stereo not drawn)	0.2	2	.	?	4.1	3	2	-0.8	0
Cc1ccc(/C=C2\C(=O)NC(=S)N(c3ccc(F)cc3)C2=O)s1	-0.6	2	2.5	-1	.	9	-4	15	-9
O=C(CN1C(=O)CCOc2ccccc21)Nc1ccc(Cl)c(S(=O)(=O)N2CCOCC2)c1	0.4	-7	-4.6	2	0.9	-2	0	0.4	-1
CC(=O)Nc1ccc(S(=O)(=O)NC2CCCCCC2)cc1	-1.9	1	-3.9	-1	-0.3	3	-2	-1.9	13
O=C(CSc1nnc(SCc2ccc(Cl)cc2)s1)N/N=C/c1ccccc1Cl	0.7	3	-1.4	-6	-2.3	10	0	-1.2	-18
COc1ccc([C@H]2C(C(=O)O)=C[C@@H](C(C)(C)C)N2S(=O)(=O)c2ccc(C)cc2)cc1OC	.	-1	-3.5	-2	-1.9	11	8	-0.2	14
COc1ccc2[nH]cc(CCN3C(=O)CCC3=O)c2c1	-0.7	0	-3.7	-2	-1.1	-6	4	0.2	-1
COc1ccc(Cc2nnc(NC(C)=O)s2)cc1	2.0	1	0.1	-2	.	4	-1	0.2	-7
CCCCCn1c(=O)[nH]c2cc(C(=O)NCCN3C(C)CCCC3C)ccc2c1=O (stereo not drawn)	-2.1	-9	-3.2	6	-2.9	12	9	4.3	-14
CCC1CCCCN1S(=O)(=O)c1ccc(-n2cnnn2)c(C)c1 (stereo not drawn)	-2.0	0	-0.3	-17	0.3	-2	0	-1.2	6
CCN(CC)c1ccc(NC(=O)Nc2ccccc2C(F)(F)F)cc1	-1.4	-3	-2.6	1	-1.0	2	-1	-0.4	0
COc1ccccc1C(=O)N1CCN(S(=O)(=O)Cc2ccccc2)CC1	-1.1	4	-3.6	6	0.7	1	3	1.1	8
CCCN(CC1CC1)C(=S)Nc1ccccc1F	1.4	-3	-4.7	-1	.	-13	1	-0.3	-10
CCN1C=C(C(=O)OC)C(c2cccc(OC)c2OC)C(C(=O)OC)=C1	-0.8	4	-2.3	-6	.	1	172*	0.1	-260
COc1ccc(NC(=S)NC2CC3CCCC(C2)N3C2CC2)cc1 (stereo not drawn)	-1.1	-1	0.0	4	.	-2	2	-0.9	1
CC1CC(C)CN(C(=O)c2cn(C)c3ccc(S(=O)(=O)N(C)C)cc3c2=O)C1 (stereo not drawn)	-1.8	-3	-1.1	-6	0.2	24	2	0.1	4
COc1ccc2c(CN3CC=C(c4ccccc4)CC3)cc(=O)oc2c1	-1.5	-16	-2.1	-1	.	3	27	2.9	-25
CCOCCn1c(CN2CCN(C(c3ccccc3)c3ccccc3)CC2)nc2c1c(=O)n(C)c(=O)n2C	0.0	-5	0.4	-9	-0.1	-2	3	-0.9	-4
COc1ccc2cc(C(c3nnnn3CC3CCCO3)N3CCOCC3)c(=O)[nH]c2c1 (stereo not drawn)	-0.8	-5	0.0	6	-1.8	8	1	0.5	0
COc1cc(C(=O)N2CCCc3ccccc32)c([N+](=O)[O-])cc1OC	1.4	-15	-0.3	-11	0.7	11	3	-6.5	2
CC12CCC(C(=O)N(Cc3ccccc3)Cc3ccccc3)(OC1=O)C2(C)C (stereo not drawn)	0.4	5	-3.5	-10	0.6	4	0	-0.6	8
CCN(CC)C(=O)C1=C(C)N(CCC2=CCCCC2)C(=O)C(CC(=O)NCCN2CCOCC2)C1 (stereo not drawn)	.	-6	-0.6	-2	0.1	6	3	-1.0	1
CCCCc1ccc(N=N/C(C(=O)Nc2ccccc2OC)=C(/C)O)cc1	0.5	4	-0.7	-2	-5.1	1	-4	-0.8	18
COc1cccc(C(C(=O)NC2CCCC2)N(Cc2ccccc2OC)C(=O)c2ccco2)c1 (stereo not drawn)	-1.1	-8	-1.1	-4	-1.4	-5	-1	-1.6	7
CC1CC(C)CN(C(=S)SCc2nc(N)nc(Nc3ccccc3)n2)C1 (stereo not drawn)	4.6	5	-1.3	0	.	0	-3	-0.5	0
Cc1c(NS(=O)(=O)c2cccc(C(=O)NC(C)c3ccccc3)c2)c(=O)n(-c2ccccc2)n1C (stereo not drawn)	.	6	-3.2	-7	-1.0	-1	-4	-0.4	10
Cc1ncc(CO)c(CNc2ccc(-c3nc4ccccc4[nH]3)cc2)c1O	-2.2	-1	0.0	2	1.3	42*	14	2.3	-8
COc1ccc(-c2noc(CN(C)S(=O)(=O)c3ccc(C)cc3)n2)cc1	-0.9	4	1.9	-7	-1.2	2	3	-1.2	13
Nc1nonc1-c1noc(-c2ccccc2Br)n1	2.0	6	-4.8	1	2.5	2	-1	-0.6	-6
COc1ccc(NC(C)=O)cc1NC(C)c1nc2sc(C)c(C)c2c(=O)[nH]1 (stereo not drawn)	-0.4	0	-3.9	2	.	-1	0	-0.2	-6
O=C1C2CCN(CC2)[C@@H]1Cc1ccc2ccccc2c1O	1.0	1	-3.3	-5	0.0	-5	1	-0.6	-5
Cc1cccc(-n2c(=O)c3ccccc3n3c(=S)[nH]nc23)c1C	-0.3	-5	1.8	1	0.1	5	0	1.2	0
N/C(CSc1nc(-c2ccccc2)c(-c2ccccc2)o1)=N\O	-1.9	2	-6.9	2	1.1	2	17	-0.5	6
COc1cc(CCCN2C(=O)C(=O)NC[C@@H]2C(C)O)cc(OC)c1OC (stereo partly drawn)	-1.7	-4	-0.5	1	-3.3	0	4	-0.3	0
O=C1NCCCC2c3c(cc(Br)c(O)c3Br)OC12N1CCCCC1 (stereo not drawn)	-2.8	-5	-0.5	1	-0.1	6	1	0.0	9
O=C(CN1C(=O)NC2(CCCC2)C1=O)N1CCN(c2ccccc2O)CC1	1.1	1	-0.8	7	.	3	7	5.2	13
Cc1cc(C)c(C#N)c(N2CCN(c3ccc(F)cc3)CC2)n1	0.2	-2	0.1	?	-1.9	-5	-1	-1.9	0
Cc1ccccc1-c1nc(CS(=O)(=O)CC(=O)NCCCN2C(C)CCCC2C)c(C)o1 (stereo not drawn)	1.9	4	-1.2	-6	1.4	-12	2	-0.6	-4
O=C(NC1=NCCS1)c1cc(-c2cccnc2)nc2ccccc12	-5.6	-9	-4.8	-3	.	7	-2	0.5	1
CC(C(=O)NCCS(=O)(=O)c1ccc(Cl)cc1)S(=O)(=O)c1ccccc1 (stereo not drawn)	0.7	-8	-2.5	-2	.	4	-2	-0.6	2
CC(C)CN1C(=O)/C(=C(/C#N)C(=O)NC2CCCCC2)c2ccccc21	-0.8	-1	-1.4	-4	.	18	0	0.2	-3
COc1ccc(NC(=O)Cn2cnc3sc(C)c(S(=O)(=O)N4CCN(C)CC4)c3c2=O)cc1OC	1.4	4	-0.9	-39	.	0	0	-9.7	-11
CCNC(=S)N(CCc1ccccc1C)Cc1cc2cc(OC)c(OC)cc2[nH]c1=O	1.7	-2	-1.8	1	.	0	1	-0.5	0
CCOc1ccccc1C(=O)NC(C)CCc1ccccc1 (stereo not drawn)	-0.3	12	-0.9	-4	4.5	-4	1	1.1	-1

Reprinted at random: 6 records from the list.
SMILES	UGM FP inh	PrPC surface inh	FadD28 FP inh	BoNT F protease	Mtb BioA inh	GDH-TPI counter	Mtb FBA inh	BoNT A protease	CCHF vOTU inh
O=C1C2CCN(CC2)[C@@H]1Cc1ccc2ccccc2c1O	1.0	1	-3.3	-5	0.0	-5	1	-0.6	-5
CC1CC(C)CN(C(=S)SCc2nc(N)nc(Nc3ccccc3)n2)C1 (stereo not drawn)	4.6	5	-1.3	0	.	0	-3	-0.5	0
Cc1ccccc1-c1nc(CS(=O)(=O)CC(=O)NCCCN2C(C)CCCC2C)c(C)o1 (stereo not drawn)	1.9	4	-1.2	-6	1.4	-12	2	-0.6	-4
COc1cc(CCCN2C(=O)C(=O)NC[C@@H]2C(C)O)cc(OC)c1OC (stereo partly drawn)	-1.7	-4	-0.5	1	-3.3	0	4	-0.3	0
CC(C)CN1C(=O)/C(=C(/C#N)C(=O)NC2CCCCC2)c2ccccc21	-0.8	-1	-1.4	-4	.	18	0	0.2	-3
Nc1nonc1-c1noc(-c2ccccc2Br)n1	2.0	6	-4.8	1	2.5	2	-1	-0.6	-6

Following part.
SMILES	UGM FP inh	PrPC surface inh	FadD28 FP inh	BoNT F protease	Mtb BioA inh	GDH-TPI counter	Mtb FBA inh	BoNT A protease	CCHF vOTU inh
Cc1cccnc1NC(=O)c1ccc(C(=O)c2ccccc2)cc1	2.4	-1	-2.9	1	0.9	-4	2	-2.3	2
CC[C@]12c3[nH]c4cc(-c5ccco5)ccc4c3CCN1C(=O)[C@@H](CC(=O)NCc1cccc(C(F)(F)F)c1)C[C@@H]2C(=O)N1CCN(C(=O)C2CC2)CC1	.	-5	-8.6	-6	-0.6	7	22	-0.8	-5
COC(=O)C1=C(c2ccc(OC(F)(F)F)cc2)C[C@@H]2CC[C@H]1N2C(=O)NCCc1ccccc1	2.4	0	-2.3	1	2.7	58*	7	0.0	20
CCc1csc(CNC(=O)C2CCC(=O)N(Cc3cccc(F)c3)C2)n1 (stereo not drawn)	0.1	5	-2.8	0	-0.1	-2	-1	0.4	-2
